# LEDGF integ inh – blocks HIV-1 LEDGF/p75-dependent DNA integration; inhibition, % at 3.7 µM; hit rate 0.64% among 370,000; TR-FRET IN-LEDGF/p75 DNA integration, Eu/Cy5; AID 743269;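 active = inhibition above the screen-wide mean plus 3 SD, cut at about 13% in these data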;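 note: signal is the Cy5 over europium emission ratio at 671 and 618 nm; 0% = plate median of compound wells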
# SIAE primary – blocks human sialic acid acetylesterase | Q9HAT2 | SIAE FP-Rh probe binding, fluorescence polarization | inhibition, % at 9.66 µM | hit rate 0.69% among 370,000;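 active = inhibition above a cutoff: mean of compounds within the control limits plus 3 SD of those, cut at about 17% in these data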;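 note: 0% = plate median of compound wells and 100% = probe without SIAE protein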
# ABHD4 inh – inhibitors of mouse ABHD4 | purified mABHD4, FP-Rh probe fluorescence polarization | inhibition, % at 8.92 µM | hit rate 0.54% among 370,000 | AID 720543;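 active = inhibition exceeding the mean over every tested compound plus 3 SD, cut at about 30% in these data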;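 note: 0% = plate median of compound wells and 100% = S159A mutant with DMSO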
# Target sequence (Q8VD66 whole entry, looked up): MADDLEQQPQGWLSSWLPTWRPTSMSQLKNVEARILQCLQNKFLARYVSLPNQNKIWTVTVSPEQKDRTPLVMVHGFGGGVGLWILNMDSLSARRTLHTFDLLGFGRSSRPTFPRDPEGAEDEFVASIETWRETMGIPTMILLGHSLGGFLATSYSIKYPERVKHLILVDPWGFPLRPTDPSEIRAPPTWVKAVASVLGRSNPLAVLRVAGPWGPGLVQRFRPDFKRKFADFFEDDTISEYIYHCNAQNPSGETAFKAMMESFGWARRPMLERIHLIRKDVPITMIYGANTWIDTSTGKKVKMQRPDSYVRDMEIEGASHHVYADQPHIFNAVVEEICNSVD
#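 Doses – 8.92 µM, single dose · Material – wild-type mouse ABHD4 protein · Replication – single well per compound (singlicate) · Measure – percent inhibition of probe binding, normalized to plate controls · Schedule – 45 min compound pre-incubation plus 60 min probe step, 25 °C · Detection – fluorescence polarization with parallel and perpendicular emission, 525/598 nm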
# TCR-CD3 inh – inhibitors of human TCR-CD3 interaction. TAMRA-labeled TCR probe fluorescence, biochemical. inhibition, % at 9.4 µM. hit rate 0.37% among 360,000. AID 651800; in the data active = inhibition above about 19%;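 note: recombinant mutant TCR 2C K166C tagged with TAMRA read by polarization; 0% = receptor in buffer alone and 100% = receptor with positive control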
# NR1D1 modulator – modulates human Rev-erb alpha binding to DNA. P20393. Rev-erbα–FITC-DNA binding, fluorescence polarization, 90 min. activity, % at 10 µM. hit rate 0.79% among 370,000. AID 1259318;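 active = activity above about 14%, limit read from the data; passing the limit was not always enough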;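 note: 0% = DMSO wells with 35 nM protein and 100% = DMSO wells with 750 nM protein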
# Target sequence (P20393 whole entry, looked up): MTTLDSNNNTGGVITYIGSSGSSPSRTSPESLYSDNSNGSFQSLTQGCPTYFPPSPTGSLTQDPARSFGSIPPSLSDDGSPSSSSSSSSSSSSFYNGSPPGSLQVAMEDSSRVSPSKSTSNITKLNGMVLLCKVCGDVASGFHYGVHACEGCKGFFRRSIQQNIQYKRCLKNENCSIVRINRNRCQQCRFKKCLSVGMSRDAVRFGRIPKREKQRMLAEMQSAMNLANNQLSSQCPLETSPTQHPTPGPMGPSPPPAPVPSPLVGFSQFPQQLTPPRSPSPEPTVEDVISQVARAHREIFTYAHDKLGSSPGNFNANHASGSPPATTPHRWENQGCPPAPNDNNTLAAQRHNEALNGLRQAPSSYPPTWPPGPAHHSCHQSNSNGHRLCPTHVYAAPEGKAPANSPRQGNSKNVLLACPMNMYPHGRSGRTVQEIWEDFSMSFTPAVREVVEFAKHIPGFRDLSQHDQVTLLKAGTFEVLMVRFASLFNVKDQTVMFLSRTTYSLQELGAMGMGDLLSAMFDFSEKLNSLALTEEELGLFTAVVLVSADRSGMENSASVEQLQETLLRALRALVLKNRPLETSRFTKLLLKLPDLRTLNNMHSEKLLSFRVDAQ
# PG9 binder – binds the HIV-1 gp120 antibody PG9 | TR-FRET gp120-PG9 antibody binding | inhibition, % at 6.7 µM | hit rate 0.43% among 360,000; in the data active = inhibition above about 8.5%
# TDP2 inh – TDP2 (human) inhibition, absorbance primary screen; O95551; hit rate 0.34% among 370,000; inhibition, % at 12.8 µM; recombinant TDP2, T5PNP hydrolysis, p-nitrophenol absorbance 415 nm;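 active = inhibition above the mean of all tested compounds plus 3 SD, set per campaign, cut at about 25% in these data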;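 note: 0% = DMSO with enzyme and 100% = buffer with substrate but no TDP2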
#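 Evaluation: % inhibition relative to enzyme-containing and enzyme-free wells. Material: recombinant human TDP2. Benchmarks: enzyme-free and DMSO wells. Timing: enzyme reaction with compound for 2 h at 37 °C. Compound dosing: 12.8 µM only. Measured by: p-Nitrophenol epi absorbance. Reagent: T5PNP substrate at 5 mM, a TopII-DNA adduct mimic. Replication: single well per compound.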
# PRMT1 inh – inhibitors of human PRMT1. Q99873. recombinant PRMT1, activity-based probe fluorescence polarization. hit rate 1.3% among 370,000. inhibition, % at 2.79 µM. AID 652257;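 active = inhibition above about 21% made by adding two undisclosed values, limit read from the data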
# rCAG binder – binds r(CAG) RNA repeats; r(CAG) RNA repeat, TO-PRO-1 dye displacement fluorescence; inhibition, % at 3 µM; hit rate 1.3% among 370,000;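 active = inhibition above the plate cutoff, the mean of all test compounds on that plate plus 3 SD, cut at about 35% in these data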;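 note: 0% = DMSO alone and 100% = 100 µM mitoxantrone as full dye displacement; higher means more dye released from RNA so lower well fluorescence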
# HTRA1 inhibitor – blocks human HTRA1 serine peptidase. recombinant HTRA1, FP-rhodamine activity-based probe, fluorescence polarization. inhibition, % at 5.96 µM. hit rate 0.5% among 340,000. AID 504803; in the data active = inhibition above about 36%;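 note: 0% = enzyme with DMSO and 100% = wells lacking enzyme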
# * hit, by the source's call; nt = not tested or not shown; & = joins results of further samples.
# Value order: LEDGF integ inh	SIAE primary	ABHD4 inh	TCR-CD3 inh	NR1D1 modulator	PG9 binder	TDP2 inh	PRMT1 inh	rCAG binder	HTRA1 inhibitor
> O=C(CCC(=O)N(CC(=O)NC1CCCC1)Cc1cccs1)Nc1nccs1
  -3	1	2	4	-7	-0.3	5	-3	-4	11
> COCCN(C(=O)COC(=O)/C=C/c1ccco1)c1c(N)n(Cc2ccccc2)c(=O)[nH]c1=O
  1	-2	-3	3	-8	-2.3	-21	0	5	4
> O=[N+]([O-])c1ccc(NCCCN2CCOCC2)c(Cl)c1
  0	2	-2	6	0	1.8	-6	-8	-3	0
> CCCc1c(C(=O)N/N=C/c2cccs2)nnn1-c1nonc1N
  -4	6	5	2	-16	-1.7	-6	1	3	-2
> O=C(CN1C(=O)NC2(CCCC2)C1=O)N1CCN(c2cccc(C(F)(F)F)c2)CC1
  -2	0	-7	-3	2	2.5	-18	4	-5	1
> Cc1cnc(C)c(N2CCC(C(=O)NCc3cccs3)CC2)n1
  -1	2	4	8	2	-1.1	-1	-2	-3	2
> COc1ccc(Cl)cc1S(=O)(=O)n1cnc2ccccc21
  1	-2	5	5	-1	-1.6	3	0	0	5
> COCCN(CCOC)S(=O)(=O)c1ccc(C(=O)Nc2nnc(COC)o2)cc1
  2	0	3	5	-1	-0.2	8	2	4	5
> COc1ccc(OC)c(Nc2nc(-c3sc(NC(=O)C(C)(C)C)nc3C)cs2)c1
  3	11	26	1	4	-0.6	-1	0	19	35
> CN(C)S(=O)(=O)N1CCN(CC(=O)Nc2ccc(F)cc2)CC1
  -5	-1	0	-6	-1	-1.0	-10	17	-1	-12
> CN1CCN(NC(=S)NC2CCCCC2)CC1
  1	6	2	6	-7	-0.3	-9	-4	-1	4
> CN(C(=O)c1ccc(OC2CCN(Cc3ccccn3)CC2)cc1)C1CCCCC1
  -1	0	1	2	5	-1.0	11	-1	-11	4
> Cc1[nH]n(-c2ccccc2)c(=O)c1CCO
  -5	3	0	-11	4	-1.8	3	9	-1	1
> O=C(CCC1CCCCC1)Nc1nncs1
  -1	-2	-4	4	-3	-0.8	4	0	0	3
> Cc1cc(Cl)ccc1NC(=S)NCCc1ccc(S(N)(=O)=O)cc1
  1	-1	7	-3	-6	0.7	-5	3	6	2
> COc1cc(CC(=O)OCC(=O)N(C)C2CCCCC2)cc(OC)c1OC
  0	-5	5	-3	-2	-0.4	0	-1	0	1
> Cc1cc2ccccc2c(=O)n1CC(=O)NCC(=O)N1CCCC1
  2	-4	0	-4	0	-2.2	6	0	-2	5
> CCCN1C(=O)c2cc(C(=O)Nc3ccccc3C)ccc2C1Nc1ccccc1C (stereo not given)
  3	-1	-4	-2	7	-2.2	-4	-2	-3	-19
> CCN1CCN(CCCOc2ccc(Cl)cc2Br)CC1
  4	0	25	-2	-7	-0.8	6	-1	-6	-18
> Cn1nnnc1SCCNC(=O)C1CCC(=O)N(Cc2ccccc2F)C1 (stereo not given)
  -2	-1	2	8	-4	-2.3	-6	0	1	11
> O=C(Nc1ccccc1SCC1CSc2nc3ccccc3c(=O)n21)c1cccc(Cl)c1 (stereo not given)
  -1	-2	0	6	-6	1.6	1	2	-3	-7
> CC1COc2ccccc2N1C(=O)c1ccc(Cl)nc1 (stereo not given)
  0	2	0	0	4	0.1	0	-2	-2	-7
> C[C@H](O)Cc1cn(-c2cc3cc(C#Cc4ccsc4)ccc3oc2=O)nn1
  -1	3	1	5	18*	3.0	9	-2	3	-2
> COc1ccc(NC(=O)N(C)C[C@@H]2Oc3c(NC(=O)Nc4c(C)noc4C)cccc3C(=O)N([C@@H](C)CO)C[C@@H]2C)cc1
  0	-3	2	-5	1	-0.3	0	1	2	1
> O=C(O)c1cc(S(=O)(=O)O)ccc1O
  1	-2	13	2	3	-2.0	-5	-4	0	4
> CC(C)C(=O)Nc1ccc(NC(=O)c2cccc(F)c2)cn1
  -1	5	7	4	-1	-0.8	11	-2	-5	-3
> O=C(NC1CCCCC1)N1CCc2ccccc21
  -1	2	6	-2	-3	0.3	-2	1	-3	1
> O=C(O)c1ccc2c(c1)C(=O)/C(=C\c1ccco1)C2=O
  79*	-6	30*	3	10	-1.6	2	34*	18	10
> O=S(=O)(Nc1ccccc1OC(F)F)c1ccc(S(=O)(=O)N2CCCC2)cc1
  0	-1	-2	3	-4	-0.1	5	0	14	0
> CCN1C[C@@H]2[C@@H]3C(=O)N(Cc4ccccc4)C(=O)[C@@H]3[C@](Cc3ccccc3)(C1=O)N2C(=O)c1ccc(Br)cc1
  -2	0	2	2	-2	-0.3	0	2	6	-6

# Some of the entries so far, with bars between the fields:
smiles | LEDGF integ inh | SIAE primary | ABHD4 inh | TCR-CD3 inh | NR1D1 modulator | PG9 binder | TDP2 inh | PRMT1 inh | rCAG binder | HTRA1 inhibitor
Cc1cc(Cl)ccc1NC(=S)NCCc1ccc(S(N)(=O)=O)cc1 | 1 | -1 | 7 | -3 | -6 | 0.7 | -5 | 3 | 6 | 2
COc1cc(CC(=O)OCC(=O)N(C)C2CCCCC2)cc(OC)c1OC | 0 | -5 | 5 | -3 | -2 | -0.4 | 0 | -1 | 0 | 1
Cc1cc2ccccc2c(=O)n1CC(=O)NCC(=O)N1CCCC1 | 2 | -4 | 0 | -4 | 0 | -2.2 | 6 | 0 | -2 | 5
CCCN1C(=O)c2cc(C(=O)Nc3ccccc3C)ccc2C1Nc1ccccc1C (stereo not given) | 3 | -1 | -4 | -2 | 7 | -2.2 | -4 | -2 | -3 | -19
CCN1CCN(CCCOc2ccc(Cl)cc2Br)CC1 | 4 | 0 | 25 | -2 | -7 | -0.8 | 6 | -1 | -6 | -18
Cn1nnnc1SCCNC(=O)C1CCC(=O)N(Cc2ccccc2F)C1 (stereo not given) | -2 | -1 | 2 | 8 | -4 | -2.3 | -6 | 0 | 1 | 11
O=C(Nc1ccccc1SCC1CSc2nc3ccccc3c(=O)n21)c1cccc(Cl)c1 (stereo not given) | -1 | -2 | 0 | 6 | -6 | 1.6 | 1 | 2 | -3 | -7
CC1COc2ccccc2N1C(=O)c1ccc(Cl)nc1 (stereo not given) | 0 | 2 | 0 | 0 | 4 | 0.1 | 0 | -2 | -2 | -7
C[C@H](O)Cc1cn(-c2cc3cc(C#Cc4ccsc4)ccc3oc2=O)nn1 | -1 | 3 | 1 | 5 | 18* | 3.0 | 9 | -2 | 3 | -2
COc1ccc(NC(=O)N(C)C[C@@H]2Oc3c(NC(=O)Nc4c(C)noc4C)cccc3C(=O)N([C@@H](C)CO)C[C@@H]2C)cc1 | 0 | -3 | 2 | -5 | 1 | -0.3 | 0 | 1 | 2 | 1
O=C(O)c1cc(S(=O)(=O)O)ccc1O | 1 | -2 | 13 | 2 | 3 | -2.0 | -5 | -4 | 0 | 4
CC(C)C(=O)Nc1ccc(NC(=O)c2cccc(F)c2)cn1 | -1 | 5 | 7 | 4 | -1 | -0.8 | 11 | -2 | -5 | -3
O=C(NC1CCCCC1)N1CCc2ccccc21 | -1 | 2 | 6 | -2 | -3 | 0.3 | -2 | 1 | -3 | 1

# Later entries
# Value order: LEDGF integ inh	SIAE primary	ABHD4 inh	TCR-CD3 inh	NR1D1 modulator	PG9 binder	TDP2 inh	PRMT1 inh	rCAG binder	HTRA1 inhibitor
> CSCCC(C(=O)Nc1c(C)cccc1C)n1c(-c2ccc(-c3ccccc3)cc2)nc2ccccc21 (stereo not given)
  0	3	-6	-4	-4	1.1	6	-7	9	nt
> c1ccc(CCNc2nnnn2-c2ccccc2)cc1
  0	8	4	-5	-3	-0.4	-1	0	1	0
> CS(=O)(=O)c1ccc(Sc2nc3ccccc3[nH]2)c([N+](=O)[O-])c1
  1	4	6	-4	-3	3.5	-5	7	7	2
> O=C(CSc1nc2ccc(Cl)cc2[nH]1)NCCc1ccccc1
  -1	-4	0	7	7	0.1	-6	-2	1	-20
> CCN(CC)CCNc1ccc(CO)c2sc3ccccc3c(=O)c12
  -7	1	14	-3	7&7	-1.6	-8	11	4	12
> COC(=O)Nc1c(-c2ccccc2)nc2ccc(Cl)cn12
  -3	-5	2	2	3	-1.5	-17	1	-2	11
> CC(C)(C)C(=O)Nc1nc2c(s1)COc1ccccc1-2
  -3	3	3	6	-6	0.8	5	1	2	-14
> CC(C)n1c(N2CCN(S(=O)(=O)c3cccc([N+](=O)[O-])c3)CC2)nc2ccccc21
  -4	-1	-6	8	-1	-1.4	-12	2	2	-5
> Cc1ccc(-n2c(C)cc(/C=N\NC(=O)CC(=O)NC(C)C)c2C)cc1
  -1	6	6	5	-4	-1.0	4	-1	-3	-4
> COc1cccc(N2CCN(S(=O)(=O)c3ccc4nc(-c5ccccc5)[nH]c4c3)CC2)c1
  0	7	-11	8	-6	-0.4	5	0	9	-16
> CC(=O)OCCN1C(=O)c2cccnc2C1=O
  3	-4	-3	-5	-2	-0.5	1	1	0	-1
> CCN(C(=O)COC(=O)c1c(NC(C)=O)sc(C)c1C)C1CCS(=O)(=O)C1 (stereo not given)
  -1	-2	4	1	3	-0.2	-4	-3	5	4
> CCN(CC)CC(O)COc1ccccc1C(=O)CCc1ccccc1 (stereo not given)
  -1	-5	3	7	-3	-0.7	-2	1	-3	1
> COc1ccccc1CN(C)C(C)C(=O)Nc1cccc(C(C)=O)c1 (stereo not given)
  -3	-6	2	1	0	0.3	6	0	-6	-2
> C#CCSc1n[nH]c(-c2ccco2)n1
  -3	3	-2	6	-3	-0.3	2	-4	0	6
> CCOC(=O)C1=C(C)OC(N)=C(C#N)C1c1cc(OC)c2c(c1)OCO2 (stereo not given)
  -2	3	2	-7	-1	-2.3	4	-1	-3	-3
> Cc1cc(=O)oc2cc(OC(C)C(=O)NCC3CCCO3)ccc12 (stereo not given)
  1	10	5	3	-5	1.8	4	-1	0	9
> O=S(=O)(c1cccc(F)c1)N1CCN(c2nc(-c3cccnc3)nc3ccccc23)CC1
  -1	-13	6	-1	1	-0.5	5	7	2	-10
> COc1ccc(CN=C2Nc3ccccc3CS2)cc1
  -3	2	3	-4	-3	-1.6	-3	1	-7	-3
> O=C(NCCc1ccc(Cl)cc1)c1ccc2nccnc2c1
  3	5	-5	2	14*	-1.0	-2	1	-4	-3
> Nc1nnc(SCC(=O)NNC(=O)c2ccccc2F)s1
  -1	0	-5	2	2	-1.9	-4	-6	1	4
> Cc1ccc(NC(=O)COC(=O)Cc2csc(-c3cccc(F)c3)n2)cc1C
  5	5	2	0	-3	-3.6	-8	0	1	-10
> CNC(=O)CSc1nnnn1CCCOC
  2	-4	0	1	0	0.4	-18	-1	0	5
> Nc1ccccc1CCc1ccccc1N
  4	3	0	9	3	-1.1	5	2	6	-9
> COc1ccc2c(C#CCCO)c(-c3ccc(S(C)(=O)=O)cc3)sc2c1
  0	1	-10	6	3	-0.1	-3	-4	9	-25

# An excerpt; count on the stated rates, not on these rows.
